Screens as filed in PubChem BioAssay.
MCF10A rereplic – A quantitative high throughput screen for small molecules that induce DNA re-replication in MCF 10a normal breast cells; MCF 10A DNA re-replication, Hoechst nuclear intensity, 48 h; Potency, µM (doses to about 46.1 µM), for the others: top-dose activity, positive = re-replication, hits mostly activators; 2.9% of 350,000 active; note: potency is the fitted concentration of half-maximal effect; % of control where 0% means no effect; nearly all actives have a fitted effect of over 50% in size
IL1B secr inh – qHTS for Inhibitors of Inflammasome Signaling: IL-1-beta AlphaLISA Primary Screen. THP-1 LPS/ATP IL-1B secretion, AlphaLISA, 16 h; stronger effect = lower value. 4.7% of 360,000 active. activity change, % at 57.5 µM; in the data active = activity change below about -50%; inconclusive = mostly about -30% to -49%; note: % is set by controls: 0 for no effect and ±100 for the full control effect
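Secreted IL-1B measured by AlphaLISA bead assay after 16 h compound exposure of THP-1 cells; compounds (final up to 57.5 uM) added 1 h before LPS (250 ng/mL) and ATP (1.25 mM) stimulation; lower signal means less secretion.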
HT1080 IDH1KD tx – qHTS for induction of synthetic lethality in tumor cells producing 2HG: qHTS for the HT-1080-IDH1KD cell line. Potency, µM (highest dose often 46.1 µM), for the others: at the top dose activity, negative = toxicity, usual class: cytotoxic. HT-1080 IDH1 knockdown viability, ATP luminescence, 48 h. 2% of 360,000 active;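 note: potency is the fitted concentration of half-maximal effect; 0% = DMSO wells and -100% = cell-free medium wells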
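In this qHTS, HT-1080 cells depleted of IDH1 are exposed for 48 h at 37 °C to compound titrations. Toxicity is scored from CellTiter-Glo luminescence, with DMSO as full viability and medium alone as none.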
SW480 rereplic – A quantitative high throughput screen for small molecules that induce DNA re-replication in SW480 colon adenocarcinoma cells; SW480 DNA re-replication, Hoechst DNA content imaging, 48 h; Potency, µM (doses to about 46.1 µM), without a hit: at the highest dose re-replication activation, most hits filed as activators; 1.8% of 340,000 active; AID 624297, 2012; note: potency is the fitted concentration of half-maximal effect; % of control where 0% means no effect; nearly all actives have a fitted effect of over 55% in size
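DNA re-replication was detected as more nuclei of elevated Hoechst intensity after 48 hr exposure to compound (23 nL pinned per well of 250 cells).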
HepG2 tox – qHTS for Inhibitors of TGF-b: Cytotox Counterscreen. 0.76% of 410,000 active. HepG2 CAGA-GFP viability, ATP luminescence, 18 h. Potency, µM (doses to about 46.1 µM), without a hit: top-dose activity change, negative = cytotoxicity, hits mostly cytotoxic; note: potency is the fitted concentration of half-maximal effect; some results filed as inactive show a strong effect at the top dose
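HepG2 CAGA-GFP cells (1000/well, DMEM with 1% FBS) received compound, then TGF-beta at 500 pg/mL final, and were incubated 18 hours at 37 degrees C. Viability was read by CellTiter-Glo luminescence. Media-only wells were set as complete cell-killing and DMSO as no toxicity.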
KB-3-1 cytotox – qHTS assay for MDR1-selective chemotherapeutics: Primary screen using the parental adenocarcinoma cell KB-3-1; KB-3-1 viability, CellTiter-Glo ATP luminescence, 72 h; Potency, µM (series often up to 46.1 µM), inactives show at the highest dose activity change, negative = cytotoxic, hits mostly cytotoxic; 1.4% of 400,000 active; AID 1347075, 2019; note: potency is the fitted concentration of half-maximal effect; % is set by controls: 0 for no effect and ±100 for the full control effect; nearly all actives have a fitted effect of over 60% in size
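Cytotoxicity in the drug-sensitive parental line KB-3-1 was scored as loss of CellTiter-Glo luminescence following 72 h incubation with compound. Values come from curve fitting of normalized concentration-response data.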
ATXN viability – Viability Counterscreen for Primary qHTS for Inhibitors of ATXN expression. Potency, µM (highest dose often 56.7 µM), hits mostly cytotoxic. 0.49% of 400,000 active. S2 cells (HEK-293 line with an ATXN2-luciferase reporter) viability, CellTiter-Fluor protease fluorescence, 24 h. AID 651635, 2014; note: potency is the fitted concentration of half-maximal effect; nearly all actives have a fitted effect of over 40% in size
HT1080-NT tox – qHTS for induction of synthetic lethality in tumor cells producing 2HG: qHTS for the HT-1080-NT fibrosarcoma cell line. Potency, µM (series often up to 46.1 µM), inactives show top-dose activity, negative = less viability, hits mostly cytotoxic. 1.6% of 360,000 active. HT-1080-NT fibrosarcoma viability, CellTiter-Glo ATP luminescence, 48 h;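 note: NT is the 2HG producing partner of a matched IDH1 knockdown line; potency is the fitted concentration of half-maximal effect; 0% = DMSO-treated cells and -100% = media-only wells without cells; nearly all actives have a fitted effect of over 55% in size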
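Fibrosarcoma NT cells, 750 per well in 5% FBS RPMI, were exposed to compound for 48 hours. Viability: CellTiter-Glo luminescence.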
ATXN2 expr inh – Primary qHTS for Inhibitors of ATXN expression; HEK-293 ATXN2-luciferase reporter, luminescence, 24 h; Potency, µM (doses to about 57 µM), for the others: top-dose activity change, negative = inhibition, most hits filed as inhibitors; 0.72% of 360,000 active; AID 1745845, 2022; note: potency is the fitted concentration of half-maximal effect; % is set by controls: 0 for no effect and ±100 for the full control effect; nearly all actives have a fitted effect of over 55% in size
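qHTS (up to 57 uM final) was run with 24 h compound exposure of reporter cells at 37 °C. Each well was multiplexed: SteadyGlo luminescence measured ATXN2-luciferase expression after a fluorogenic Gly-Phe-AFC viability readout (25 uM final).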
Numbers without * were called inactive; i = inactive; ? = inconclusive; / = not tested or not shown; [ ] = dose if it differs, or a comment. Unless noted, calls come from the whole dose curve; as a rule, active = well fitted curve in the direction sought with a large enough effect; inconclusive = small, poorly fitted or top-dose-only effect, or another doubt; inactive = no such curve, though single readings can be large; an effect the other way counts as inactive or inconclusive.

#	mol	MCF10A rereplic	IL1B secr inh	HT1080 IDH1KD tx	SW480 rereplic	HepG2 tox	KB-3-1 cytotox	ATXN viability	HT1080-NT tox	ATXN2 expr inh
1	COC(=O)C(C)Oc1cc(OC(C)C(=O)OC)c2c(-c3ccccc3)cc(=O)oc2c1 (stereo not given)	-1%	17	-5%	-5%	-5%	16%	i	-5%	7%
2	Nc1ccccc1C(=O)Nc1nccs1	-7%	8	-6%	3%	-3%	-8%	i	-6%	18%
3	COc1cccc2cc(C(=O)NCCc3c(C)[nH]c4ccc(F)cc34)c(=O)oc12	/	/	/	/	-18%	11%	i	/	-3%
4	COc1ccc(OC)c(NC(=O)c2ccc(CN(c3cc(Cl)ccc3C)S(=O)(=O)c3ccccc3)cc2)c1	-3%	-7	5%	0%	-3%	-1%	i	7%	0%
5	O=c1oc2c3c4c(cc2c(C(F)(F)F)c1CCN1CCOCC1)CCCN4CCC3	14%	78	0%	22%	-12%	2%	/	-8%	-24%
6	CN(C)S(=O)(=O)N1CCC(Oc2cccc(C(=O)N3CCSCC3)c2)CC1	6%	5	-3%	2%	-3%	2%	i	-5%	-2%
7	CCOC(=O)c1c(-c2ccc(C)o2)csc1NC(=O)CSc1nnc(C)s1	18%	-16	?	-10%	-11%	16%	i	?	-3%
8	COc1ccc(S(=O)(=O)N2CCN(C)CC2)c2ccccc12	4%	-7	-1%	8%	-2%	1%	i	-7%	-3%
9	CN(C)c1cccc(C(=O)Nc2cccc(S(=O)(=O)NC3=NCCC3)c2)c1	3%	-1	4%	6%	-11%	/	i	-1%	47%[activator]
10	CC(=O)c1sc(NC(=O)C2CCN(C(=O)c3ccccc3C)CC2)nc1-c1ccccc1	26%	-2	-9%	0%	-18%	?	i	-14%	-15%
11	O=C(NCc1ccccc1)C1CCCN(S(=O)(=O)c2ccc(F)cc2)C1 (stereo not given)	-5%	i	28%	-16%	-13%	24%	i	10%	7%
12	N#C/C(=C/c1cn(-c2ccccc2)nc1-c1cccc(OCc2ccccc2)c1)C(=O)NCCCn1ccnc1	13µM*	-75*	?	?	-33%	0%	?	-28%	?
13	COc1ccc(C(CCN)Cc2ccccc2)cc1 (stereo not given)	0%	-51*	-1%	-5%	-2%	-25%	i	-3%	0%
14	COc1ccc(C(CCNCc2ccc(OC(C)C)cc2)c2ccccc2OC)cc1 (stereo not given)	?	-89*	?	?	11µM*	?	14µM*	?	/
15	CC(Oc1ccc(Cl)cc1Cl)C(=O)OCC(=O)c1c(N)n(C)c(=O)n(C)c1=O (stereo not given)	-2%	17	11%	-5%	-9%	7%	?	0%	-5%

Given with values under each structure: entries from further up
Every second line gives: MCF10A rereplic | IL1B secr inh | HT1080 IDH1KD tx | SW480 rereplic | HepG2 tox | KB-3-1 cytotox | ATXN viability | HT1080-NT tox | ATXN2 expr inh
(13) COc1ccc(C(CCN)Cc2ccccc2)cc1 (stereo not given)
→ 0% | -51* | -1% | -5% | -2% | -25% | i | -3% | 0%
(14) COc1ccc(C(CCNCc2ccc(OC(C)C)cc2)c2ccccc2OC)cc1 (stereo not given)
→ ? | -89* | ? | ? | 11µM* | ? | 14µM* | ? | /

Further structures
#	mol	MCF10A rereplic	IL1B secr inh	HT1080 IDH1KD tx	SW480 rereplic	HepG2 tox	KB-3-1 cytotox	ATXN viability	HT1080-NT tox	ATXN2 expr inh
16	Cc1ccc(Sc2ncccc2COC(=O)NC(C)C)cc1	-4%	10	-12%	-6%	0%	9%	i	-15%	39%[activator][11.3 µM]
17	Cc1nnc(SC(C)C(=O)Nc2ccc(S(=O)(=O)N3CCCCCC3)cc2)s1 (stereo not given)	14%	-8	-19%	-3%	-25%	-10%	i	3%	-11%
18	C=CCOC(=O)c1ccc(-n2cnc(C)n2)nc1	4%	22	12%	-1%	15%	23%	i	13%	21%[11.3 µM]
19	O=C(CCBr)N1CCN(C(=O)CCBr)CC1	2%	/	/	-2%	/	/	i	/	1%
20	COc1ccc([N+](=O)[O-])cc1N(CC(=O)N1CCN(Cc2ccccc2)CC1)S(C)(=O)=O	5%	-14	-8%	-2%	-2%	-8%	i	-5%	2%
21	Cc1c(S(=O)(=O)N2CCN(C(=O)c3ccco3)CC2)c(=O)n(C)c(=O)n1C	1%	-8	2%	-21%	-56%	-19%	i	-5%	0%
22	c1cc(SSc2ccncc2)ccn1	0%	?	-17%	22%	1%	-7%	i	3%	/
23	CCOC(=O)c1ccc(N2C(=O)CC(N3CCCC(C)C3)C2=O)cc1 (stereo not given)	-6%	13	20%	0%	5%	-15%	i	0%	-2%
24	O=C(c1ccc(S(=O)(=O)N2CCCC2)cc1)N(Cc1ccco1)C1CCS(=O)(=O)C1 (stereo not given)	3%	8	-1%	17%	-9%	-1%	i	0%	/
25	CC(=O)c1cccc(N(CC(=O)NC2CCCCC2)C(=O)CNC(=O)c2cccs2)c1	6%	5	4%	-38%[inhibitor]	-5%	-1%	i	-17%	5%
26	Cc1cc(NC(=O)c2ccccc2NS(=O)(=O)c2c(C)c(C)cc(C)c2C)no1	12µM*	24	9%[9.24 µM]	9.2µM*	-21%	-25%	i	-9%	-2%
27	CC1CC(C)(C)CC2(C1)NC(=O)N(CC(=O)N1CCN(S(=O)(=O)c3ccc(F)c(F)c3F)CC1)C2=O (stereo not given)	7%	?	-12%	-18%	-18%	-2%	i	-1%[9.24 µM]	4%
28	Clc1ccc(C=NC23CN4CN(CN(C4)C2)C3)cc1	21%	6	10%	2%	-49%	4%	i	16%	1%
29	O=C(CCN1C(=O)/C(=C/c2ccc(F)cc2)SC1=S)Nc1cc([N+](=O)[O-])ccc1O	?	0	-7%	-9%	-21%	-1%	?	-2%	-17%
30	CC(=O)Nc1ccc(S(C)(=O)=O)c(C)c1	7%	12	3%	-2%	-5%	1%	i	6%	-5%

Given with each value named: 2 of the compounds above.
(18) C=CCOC(=O)c1ccc(-n2cnc(C)n2)nc1
- MCF10A rereplic: 4%
- IL1B secr inh: 22
- HT1080 IDH1KD tx: 12%
- SW480 rereplic: -1%
- HepG2 tox: 15%
- KB-3-1 cytotox: 23%
- ATXN viability: i
- HT1080-NT tox: 13%
- ATXN2 expr inh: 21%[11.3 µM]

(30) CC(=O)Nc1ccc(S(C)(=O)=O)c(C)c1
- MCF10A rereplic: 7%
- IL1B secr inh: 12
- HT1080 IDH1KD tx: 3%
- SW480 rereplic: -2%
- HepG2 tox: -5%
- KB-3-1 cytotox: 1%
- ATXN viability: i
- HT1080-NT tox: 6%
- ATXN2 expr inh: -5%

(further entries)
#	mol	MCF10A rereplic	IL1B secr inh	HT1080 IDH1KD tx	SW480 rereplic	HepG2 tox	KB-3-1 cytotox	ATXN viability	HT1080-NT tox	ATXN2 expr inh
31	C=CCN1CC(=O)N2Cc3[nH]c4ccccc4c3C[C@H]2C1=O	2%	-16	0%	-7%	-22%	6%	i	19%	/
32	COc1ccccc1NC(=O)c1ccc(N2CC3CC(C2)c2cccc(=O)n2C3)c(NC(=O)c2cccnc2)c1 (stereo not given)	-1%	-11	-2%	-7%	-8%	-5%	i	-1%	-4%
33	C=CCn1c(COc2ccccc2)nnc1SCC(=O)NCC(=O)OCC	-3%	22	-2%[9.24 µM]	-4%	-15%	23%	i	-2%	2%
34	C/C(=N\NC(N)=O)C1CC(Cc2ccccc2)C(=O)O1 (stereo not given)	-5%	0	-1%	0%	9%	18%	i	24%	-13%
35	Cc1cccc(Cn2c(NCC(C)O)nc3c2c(=O)n(C)c(=O)n3C)c1 (stereo not given)	9%	-11	-12%	1%	-23%	-4%	i	-6%	-19%
36	COc1ccc(C(=O)NCc2ccccn2)cc1	1%	-13	-1%	-6%	-6%	1%	i	-3%	-9%
37	CCOC(=O)C1(C#N)Cc2ccccc2C1	1%	18	5%	-4%	-1%	10%	i	0%	2%
38	CCCS(=O)(=O)N1CCCC(C(=O)NCC2CCCO2)C1 (stereo not given)	3%	8	0%	-1%	2%	4%	i	-1%	0%
39	COC(=O)c1sccc1NC(=O)Nc1cc(C)ccc1OC	4%	-8	8%	1%	-2%	-1%	i	22%	-3%
40	CC(=O)C1=C(NC(=O)c2ccc(C(F)(F)F)cc2)C[C@@H]2[C@H]1C2(C)C	16%	-9	?	-4%	-6%	4%	i	28%	-14%
41	O=C(NCCCN1CCOCC1)C1CCC(=O)N1CCc1ccccc1 (stereo not given)	-5%	7	-1%	-17%	-1%	-2%	i	7%	-5%
42	Cc1nc(SCC(=O)Nc2nnc(C(C)C)s2)n[nH]1	-21%	9	8%	-14%	-4%	13%	i	-1%	3%
43	Cc1ccccc1NC(=O)Nc1nc(CN(C)C)cs1	/	-2	4%	/	0%	0%	i	-2%	5%
44	O=[N+]([O-])c1cccc(-n2nnnc2CN2CCCCCC2)c1	6%	36	-2%	-4%	-16%	8%	?	-1%	2%
45	COc1ccc(C(=O)NCc2ccncc2)cc1S(=O)(=O)N1CCOCC1	?	1	-1%	-4%	-5%	/	i	-2%	2%
46	CCOc1ccc2nc(NC(=O)C3CCCN(S(=O)(=O)c4c(C)noc4C)C3)sc2c1 (stereo not given)	?	-24	?	-2%	-7%	-13%	?	?	?
47	COc1cccc(CNCC(=O)NC(=O)NC2CCCC2)c1	-12%	-1	14%	-3%	-3%	2%	i	17%	-3%
48	CN(Cc1cn(C)nc1-c1ccc(Oc2ccccc2)cc1)Cc1cnc2ccccn12	23µM*	-5	-20%	-3%	-65%	-27%	/	29µM*	/
49	Nc1nnc(SCC(=O)NNC(=O)c2ccc([N+](=O)[O-])cc2)s1	-2%	-2	0%	1%	10%	2%	/	0%	/

Compounds were not picked by outcome; 8.9% or so of the library scored in one or more.
